BaF3 tox: parental Ba/F3 viability inhibition as JAK2V617F counter-screen | CellTiter-Glo ATP luminescence | inhibition, % at 5.6 µM | hit rate 1.1% among 220,000 | AID 1486;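 active = inhibition above a per-campaign cutoff, the mean inhibition of all tested compounds plus 3 SD, cut at about 27% in these data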;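 note: 0% = DMSO wells and 100% = JAK Inhibitor I control wells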
TNF death inh: TNF-alpha cell death inhibition in Jurkat FADD-/- cells; Jurkat FADD-/- TNF necroptosis rescue, ATP luminescence, 24 h; 0 = TNF only, 100 = no-TNF cells; activation (protection from cell death), % at 10 µM; hit rate 0.068% among 220,000;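 active = activation, meaning protection from cell death, of at least 50% relative to plate controls; inactive = activation below 50%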;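 note: necroptosis triggered by 40 ng/mL TNF-alpha added together with compound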
RBBP9 inhibitor: blocks human serine hydrolase RBBP9; O75884; recombinant RBBP9, FP-Rh probe fluorescence polarization; inhibition, % at 7.94 µM; hit rate 0.2% among 220,000;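 active = inhibition above the campaign mean of all tested compounds plus 3 SD, cut at about 14% in these data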;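 note: plate controls were DMSO wells with RBBP9 for no effect and wells lacking RBBP9 protein for full effect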
Target sequence (O75884 whole entry, looked up): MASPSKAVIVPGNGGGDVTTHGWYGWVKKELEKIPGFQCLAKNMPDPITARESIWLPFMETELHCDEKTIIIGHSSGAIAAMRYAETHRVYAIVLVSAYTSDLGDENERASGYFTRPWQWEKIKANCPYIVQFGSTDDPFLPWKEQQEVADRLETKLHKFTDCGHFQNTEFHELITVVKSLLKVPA
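Test system: recombinant human RBBP9. Quantity: 2.5 µM RBBP9 dispensing solution, before mixing. Detection: FP readout at 525/598 nm. Reagent: Serine-hydrolase probe FP-Rh, 375 nM pre-mixing. Measure: % inhibition. Control set: DMSO-treated enzyme wells and wells lacking RBBP9. Buffer or medium: Tris-NaCl-Pluronic buffer, pH 8.0. Times: preincubation 30 min plus labeling 45 min at 25 °C.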
TRPML3 agonist: agonists of human TRPML3 channel; HEK293 TRPML3-YFP, Fluo-8 calcium fluorescence; 100% = the carbachol control signal; activation, % at 3 µM; hit rate 0.29% among 220,000; AID 1448;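 active = activation above its plate's cutoff, the mean activation of the plate's test wells plus 3 SD, cut at about 12% in these data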;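 note: 0% = DMSO only wells and 100% = carbachol wells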
Target sequence (Q8TDD5 whole entry, looked up): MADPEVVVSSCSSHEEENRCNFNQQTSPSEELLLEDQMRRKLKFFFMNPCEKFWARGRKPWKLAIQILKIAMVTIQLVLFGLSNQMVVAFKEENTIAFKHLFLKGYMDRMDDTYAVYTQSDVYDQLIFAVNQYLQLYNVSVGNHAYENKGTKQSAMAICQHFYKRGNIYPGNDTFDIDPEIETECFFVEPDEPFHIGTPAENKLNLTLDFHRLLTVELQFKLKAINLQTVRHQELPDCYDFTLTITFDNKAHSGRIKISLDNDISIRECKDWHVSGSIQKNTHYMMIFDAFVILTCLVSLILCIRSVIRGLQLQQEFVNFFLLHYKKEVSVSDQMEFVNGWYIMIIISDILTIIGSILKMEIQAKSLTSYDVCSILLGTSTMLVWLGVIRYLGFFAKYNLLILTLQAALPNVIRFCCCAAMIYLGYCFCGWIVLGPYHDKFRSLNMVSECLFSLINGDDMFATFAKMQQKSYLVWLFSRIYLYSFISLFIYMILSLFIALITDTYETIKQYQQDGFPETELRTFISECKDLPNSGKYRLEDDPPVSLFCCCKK
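Material: TRPML3-YFP stable HEK293 cells | Dosing: One concentration, 3 µM nominal, 0.3% DMSO | Timing: 125 s total fluorescence read per well | Technique: Fluo-8 calcium dye fluorescence, ex 470-495, em 515-575 nm | Measure: Percent activation from peak-to-basal fluorescence ratio, scaled between DMSO and carbachol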
Ba/F3 V617F tox: lowers viability of Ba/F3 cells expressing EpoR and JAK2V617F; ATP luminescence; AID 1446; hit rate 1.1% among 220,000; inhibition, % at 5.6 µM;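 active = inhibition above the campaign mean plus 3 SD over all tested compounds, cut at about 24% in these data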;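 note: cytokine-independent growth of Ba/F3 cells driven by EpoR plus mutant JAK2; 0% = DMSO-treated cells and 100% = JAK inhibitor I control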
zfTRPN1 agonist: activates the zebrafish TRPN1 channel | HEK293 zebrafish TRPN1-YFP, Fluo-8 calcium fluorescence; 100% = response to 87 µM carbachol | activation, % at 3 µM | hit rate 0.18% among 220,000 | AID 1424;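 active = activation above its plate's cutoff, the mean activation of test wells on that plate plus 3 SD, cut at about 19% in these data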;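 note: 0% = DMSO alone and 100% = 87 µM carbachol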
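Material – zebrafish TRPN1-YFP in HEK293 cells · Doses – 3 µM single point · Schedule – dye 1 h 37 °C plus 30 min RT · Signal – Fluo-8 calcium fluorescence, excitation 470-495 nm, emission 515-575 nm · Read-out – % activation versus carbachol response · Control set – carbachol high, DMSO low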
PPC-1+TRAIL kill: compounds killing PPC-1 cancer cells with TRAIL present (potentiator screen, no TRAIL-free arm). PPC-1 cells + TRAIL, ATPLite viability luminescence. cell killing (% activity), % at 4 µM. hit rate 0.41% among 220,000. AID 1443;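 active = cell killing above 50% in the first pass at 4 µM, then a duplicate retest at 5 µM averaging 50% or more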;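 note: plate controls were cells with TRAIL plus DMSO for no effect and medium-only wells lacking cells for full effect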
Wee1 degr inh: human Wee1 degradation inhibition, primary screen; P30291; HeLa Luc-Wee1K328M stability, luciferase luminescence; 100% = proteasome inhibitor MG132 effect; reporter increase, % at 5 µM; hit rate 1.2% among 220,000; AID 1321;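 active = activation above the mean of all tested compounds plus 3 SD, set per screening run, cut at about 8.8% in these data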;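 note: cells exposed to compound for 20 h before luminescence read; 0% = DMSO alone and 100% = MG132 at 30 µM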
CHOP inh: CHOP inhibition in unfolded protein response; CHO-K1 CHOP-promoter luciferase, tunicamycin-induced, 15-18 h; inhibition, % at 10 µM; hit rate 3.8% among 220,000; AID 2732;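 active = compounds that reduced the stress-induced luciferase reporter signal by more than about 70% of percent inhibition, limit read from the data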;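 note: 0% = tunicamycin plus vehicle and 100% = wells without tunicamycin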
* marks the source's active call; other numbers are inactive results; nt = no result given.

SMILES	BaF3 tox	TNF death inh	RBBP9 inhibitor	TRPML3 agonist	Ba/F3 V617F tox	zfTRPN1 agonist	PPC-1+TRAIL kill	Wee1 degr inh	CHOP inh
Cc1ccc(S(=O)(=O)N2CCN(CC(=O)N/N=C\c3ccc(Cl)c([N+](=O)[O-])c3)CC2)cc1	10	1.8	-6	-0.9	-1	-0.5	46	3	18
CCOCCCn1c(=S)[nH]c2cc(C(=O)NCCCN(CC)CC)ccc2c1=O	1	2.1	3	1.2	-1	1.4	9	0	2
C=CCn1c(N2CCCCCC2)nc2c1c(=O)n(C)c(=O)n2C	11	-4.0	-6	0.1	0	0.9	5	-1	16
CCOC(=O)c1cc(-c2csc(-c3ccc(C(F)(F)F)cc3)n2)on1	-1	1.5	-2	0.7	-1	-0.3	-4	4	-9
Cc1ccc(C(=O)COC(=O)C2CC(=O)N(c3nc(-c4ccccc4)cs3)C2)cc1C (configuration not stated)	3	-0.8	1	1.3	-4	-0.9	-10	1	7
CCOC(=O)C1CCCN(C(=O)c2cn(CC)c(=O)c3cc(OC)c(OC)cc23)C1 (configuration not stated)	3	-0.1	-4	0.0	5	1.0	-21	-2	9
O=C(Cn1nc(-c2ccccc2)c2ccccc2c1=O)NCC1CCCO1 (configuration not stated)	-1	1.2	-5	0.0	-4	-0.3	-4	-3	15
COc1ccc(NC(=O)C(=O)NCCN2CCN(C(=O)c3ccco3)CC2)cc1	9	-0.3	-4	-0.4	3	-0.1	17	-2	-4
Oc1c(C(c2ccco2)N2CCOCC2)sc2ncnn12 (configuration not stated)	-4	2.5	-8	0.7	-2	0.0	7	-2	-13
Oc1cc(Cc2ccccc2)cnc1CN1CCCCC1	6	0.6	-5	-0.1	0	0.3	29	0	23
N#Cc1c(-c2ccco2)nc(SCC(=O)Nc2ccc(S(N)(=O)=O)cc2)[nH]c1=O	4	-3.2	0	1.2	-3	-0.2	12	-1	9
Cc1ccc(C)c(NC(=O)C(Sc2nc3ccccc3c(=O)n2CC(C)C)c2ccccc2)c1 (configuration not stated)	3	-4.2	-4	0.1	0	0.5	15	6	-42
COc1cccc2sc(N(CCCN(C)C)C(=O)c3sc4ccccc4c3Cl)nc12	9	2.8	-8	1.2	-2	0.9	-6	1	37
c1ccc(Cc2nnc3sc(-c4ccc5c(c4)OCCO5)nn23)cc1	9	-0.2	-6	-0.8	-3	-1.1	-10	0	-15
CCN(CC)S(=O)(=O)c1ccc(Nc2ccc(-c3ccc4c(c3)OCCO4)nn2)cc1	-2	1.7	-7	0.3	0	-0.1	21	-1	4
O=C(COC(=O)c1cccnc1)Nc1ccccc1	6	-1.2	-5	0.6	3	0.3	-3	0	-19
CCOCCCNC(=S)N(Cc1ccccc1)Cc1nc2ccccc2c(=O)[nH]1	5	1.7	-9	-0.3	3	-0.1	26	0	-5
CCOc1cc(C(=O)N/N=C/C2CC=CCC2)cc(OCC)c1OCC (configuration not stated)	10	0.2	3	-0.1	2	0.2	36	2	26
CCn1c2ccccc2c2cc(N=C3SC(CC(=O)Nc4ccccc4OC)C(=O)N3C)ccc21 (configuration not stated)	-4	-4.8	-5	0.2	2	-1.9	4	0	39
N#CCSc1n[nH]c2nc3c(c(=O)n12)C1(CCCCC1)Cc1ccccc1-3	4	-0.6	0	-0.1	-2	1.7	20	7	-13

3 compounds out of the list above, arranged by their value in TRPML3 agonist, high to low:
SMILES | TRPML3 agonist
CCn1c2ccccc2c2cc(N=C3SC(CC(=O)Nc4ccccc4OC)C(=O)N3C)ccc21 (configuration not stated) | 0.2
C=CCn1c(N2CCCCCC2)nc2c1c(=O)n(C)c(=O)n2C | 0.1
CCOCCCNC(=S)N(Cc1ccccc1)Cc1nc2ccccc2c(=O)[nH]1 | -0.3

The listing continues:
SMILES	BaF3 tox	TNF death inh	RBBP9 inhibitor	TRPML3 agonist	Ba/F3 V617F tox	zfTRPN1 agonist	PPC-1+TRAIL kill	Wee1 degr inh	CHOP inh
CC1CCN(C(=O)CSc2nnc(-c3cccnc3)n2C2CCCCC2)CC1	4	-0.1	-14	0.2	6	0.6	14	-4	-12
CCCCOC(=O)Cn1c(-c2ccccc2)nc2ccccc2c1=O	2	2.0	-5	0.1	-8	-0.4	1	-1	-13
COC(=O)CCCCCCCC(=O)Nc1nnc(C(F)(F)F)s1	2	0.9	-5	-0.8	-1	1.6	13	-2	-4
CCOC(=O)CC1C(=O)NCCN1C(=S)Nc1ccccc1 (configuration not stated)	2	0.6	-1	0.7	-6	-0.2	38	1	25
Cc1nn(Cc2ccccc2)c(C)c1NC(=O)CCCn1nc(C)c([N+](=O)[O-])c1C	9	1.4	-1	-0.3	0	0.1	8	2	15
CO/N=C/C(C#N)c1ncc(C(F)(F)F)cc1Cl (configuration not stated)	5	-5.8	-5	-0.1	1	2.1	-1	-3	27
O=C(CSCCSCC(=O)c1ccco1)c1ccco1	1	-0.3	-9	0.5	-4	-0.5	18	-5	11
Cc1cc(C)n(-c2ccc(C(=O)Nc3cc(C(F)(F)F)ccc3N3CCOCC3)cc2)n1	2	-1.1	-6	-0.3	-5	-0.6	24	13*	46
COc1ccccc1N1CCN(C(=O)c2ccc(CN3CCc4ccccc4C3)cc2)CC1	5	-2.1	-7	0.9	-2	1.1	20	3	39
CN(C)c1ccc(NC(=O)Nc2cccc3ccccc23)cc1	2	2.0	2	0.4	-3	0.5	3	-1	86*
COc1cc(OC)nc(NC2OC(=O)c3ccccc32)n1 (configuration not stated)	5	-0.8	4	1.0	0	1.5	28	2	5
S=C1NCN(Cc2cccnc2)CN1	-5	0.6	0	0.4	-1	0.3	1	4	4
C=CCNC(=S)Nc1cc(Cl)ccc1OC	4	-1.6	-4	0.9	1	-1.3	5	-4	40
Cc1cccc(-c2c3c(=O)n(C)c(=O)n(C)c3cn2-c2ccc(O)cc2)c1	4	-2.5	-8	-0.4	0	-1.6	nt	-2	nt
COc1ccc(N2C(=O)CC(C#N)=C2N)cc1	6	-0.4	5	0.3	2	1.0	16	-4	10
O=C(O)C12CC3CC(C1)CC(n1cnc(Cl)n1)(C3)C2	1	-1.8	3	0.7	-3	1.2	14	3	6
Cc1cc(-c2nnc3n2N=C(c2ccccc2Br)CS3)n[nH]1	19	-6.9	-2	-1.0	11	-1.6	-10	-2	10
CCOc1ccc(C(=O)/C=C/c2cn(CN3CCN(C)CC3)c3ccccc23)cc1	6	-0.7	1	0.3	4	-0.2	3	3	56
CCN(CC)C(=O)COc1ccc(C=O)cc1OC	3	1.2	-4	0.3	-5	1.6	13	-2	4
O=C(Cc1ccc(F)cc1)NCCc1ccc(F)cc1	4	6.9	2	-0.4	-2	0.1	7	-3	12
COc1ccc(C(=O)Nc2cccc(-c3cnc4ccccc4n3)c2)cc1	3	-5.5	-8	-0.5	1	-0.4	-14	-1	-24
O=C(NCc1ccco1)c1cc(-c2ccc(Cl)cc2)on1	-1	-0.4	-4	0.3	-4	1.5	4	1	6
Cc1ccc(O)c(C2=Nc3ccccc3C2(C)C)c1	4	-0.3	0	0.1	1	-0.4	10	2	63
O=C1c2cc(S(=O)(=O)NCCO)ccc2-c2ccc(S(=O)(=O)NCCO)cc21	5	0.2	-6	1.0	0	0.1	16	-4	6
CC(=O)Nc1ccc2nc(-c3ccco3)[nH]c2c1	7	-1.2	-3	0.9	1	1.2	10	0	4
COc1ccccc1C(=O)n1nc(C)cc1C	3	-5.8	-5	0.5	0	0.2	14	3	14
CN(C)C1=NC(=O)/C(=C\c2ccccc2)S1	4	-0.9	-2	0.7	1	0.6	27	-1	22
COc1cccc(OC)c1OCCN(C)C	-1	0.4	-3	1.2	-6	0.1	17	0	23
O=C(c1sc2ccccc2c1Cl)N(Cc1cccs1)C1CCS(=O)(=O)C1 (configuration not stated)	4	-0.7	3	0.3	0	3.4	-4	-2	10
COCCNC(=O)c1ccc2c(c1)nc(C)n2-c1cccc(F)c1	4	1.2	0	1.5	1	1.0	-20	2	9
Cc1ccc(C2c3c(C)nn(-c4ccc([N+](=O)[O-])cc4)c3N=C3C(=O)Nc4ccccc4N32)cc1 (configuration not stated)	3	-11	-14	33*	-1	26*	18	-2	45
CN=c1scc(-c2ccc(Cl)cc2)n1C	3	7.1	-5	0.7	0	1.1	17	-2	6
COc1ccc(C(NC(=O)CC(C)C)NC(=O)CC(C)C)cc1OC	5	-0.8	1	0.3	6	-1.1	-15	0	6
O=S(=O)(Nc1nc2ccccc2nc1Nc1ccc2c(c1)OCCO2)c1cccs1	7	-0.5	-6	0.8	4	-0.6	4	-3	25
CN1CCN(S(=O)(=O)c2ccc(-c3ccc(Cl)cc3)cc2)CC1	6	-1.5	0	0.8	4	0.0	12	-1	31
CC(=O)Oc1ccc2c(c1)cc(C)n2C	3	-2.1	3	-0.4	-1	-0.4	2	4	3
O=C(CCc1ccccc1)Nc1nc2n(n1)C(c1ccccc1)CC(=O)N2 (configuration not stated)	3	0.5	1	-0.4	3	0.8	12	-3	5
COc1cc(OC)c2c(O)c3c(c(-c4c5c(c(O)c6c(OC)cc(OC)cc46)CO[C@@H](C)[C@H]5O)c2c1)[C@H](O)[C@H](C)OC3	-7	-0.9	-9	-0.1	2	1.8	7	-1	-14
CC1=C(C(=O)NCc2ccco2)C2(CCC(C)CC2)OC1=O (configuration not stated)	3	-0.3	2	0.6	4	0.6	26	1	-4
Cc1nnc(N(Cc2ccco2)C(=O)c2cccc(C#N)c2)s1	6	1.5	-11	0.5	-3	0.3	8	0	18
CC(C)c1[nH]nc2c1C(Cc1ccccc1)C(C#N)=C(N)O2 (configuration not stated)	3	-3.3	-4	0.9	-2	-0.1	-13	2	13
Cc1[nH][nH]c(=O)c1C(c1c(C)[nH][nH]c1=O)c1cn(Cc2ccc(F)cc2)c2ccccc12	7	-7.5	-4	1.1	2	-3.2	18	1	-19
O=C(CCn1c(=O)oc2ccccc21)Nc1cccc(Cl)c1	3	1.6	-7	-0.3	0	-1.3	12	-1	34
CC(=O)Nc1ccc(CN2CCCC(C(=O)c3cccc(C(F)(F)F)c3)C2)cc1 (configuration not stated)	8	0.3	0	1.7	1	0.5	4	3	18
NNC(=O)Cn1cnc2ccccc21	1	0.3	1	0.9	0	2.4	-8	1	-1
COc1nn(-c2nc(-c3ccccc3)cc(C(F)(F)F)n2)cc1[N+](=O)[O-]	8	0.6	-7	-0.1	-3	0.1	0	0	7
COc1ccc(-c2nn(-c3ccccc3)cc2CN(C)CCn2ccnc2C)c(F)c1	6	6.8	8	0.7	-7	0.6	8	-4	-11
